High-throughput results deposited in PubChem BioAssay by National Center for Advancing Translational Sciences (NCATS).
HCV inh: qHTS Assay for Inhibitors of Hepatitis C Virus (HCV) | Huh7.5.1 HCVcc-Cre infection, luciferase reporter, 44 h | AID 651820, 2012 | 340,000 tested, 3.4% active | Potency, µM (highest dose often 41.8 µM), without a hit: top-dose activity change, negative = inhibition, actives largely listed as inhibitors; also: potency is read from the fitted curve at half-maximal effect; % is scaled to controls: 0 for no effect and ±100 for the full control effect
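Reporter virus HCVcc-Cre (~0.5 moi) infects cells exposed to compound; seeding density 1,000 cells/well with 4 h settling beforehand. Luminescence, 15 sec read, taken 44 h post-infection following a 15 min RT substrate incubation.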
Pf growth 48h: Primary qHTS for delayed death inhibitors of the malarial parasite plastid, 48 hour incubation; P. falciparum luciferase growth in erythrocytes, 48 h; Potency, µM (highest dose often 28.7 µM), inactives show at the top dose activity change, negative = inhibition, usual class: inhibitors; 310,000 tested, 5.9% active; also: potency is read from the fitted curve at half-maximal effect; % is scaled to controls: 0 for no effect and ±100 for the full control effect
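Luciferase-expressing P. falciparum in infected erythrocytes (2% hematocrit, 0.1% parasitemia final) in RPMI 1640/0.5% Albumax were exposed to compound for 48 hours at 37 C, 5% CO2; growth read as luminescence.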
Shiga toxin inh: A qHTS for Small Molecule Inhibitors of Shiga Toxin. Vero cells, Shiga toxin protein synthesis inhibition reporter. inhibition, % at 38.7 µM. 290,000 tested, 9.2% active. AID 2315, 2010; in the data active = inhibition mostly above about 28%, no sharp cut-off; inactive = mostly below about 43%; also: 0% is about no effect
CHX counter: Cycloheximide Counterscreen for Small Molecule Inhibitors of Shiga Toxin. cell reporter, cycloheximide protein synthesis inhibition counterscreen. max response, %. 300,000 tested, 12% active. AID 2314, 2010; in the data active = max response mostly above about 13%, no sharp cut-off; inactive = mostly below about 14%; also: read at 38.3 µM for the half of the compounds with a filed dose; 0% is about no effect
Giardia FBPA inh: qHTS Assay for Inhibitors of Fructose-1,6-bisphosphate Aldolase from Giardia Lamblia; AID 2451, 2010; Potency, µM (titrated, usually from 59.6 µM), for the others: at the top dose activity, negative = inhibition, usual class: inhibitors; purified Giardia FBPA; 290,000 tested, 0.71% active; also: potency is read from the fitted curve at half-maximal effect; % is scaled to controls: 0 for no effect and ±100 for the full control effect; nearly all actives have a fitted effect of over 55% in size
Target sequence (A8B2U2 whole entry, looked up): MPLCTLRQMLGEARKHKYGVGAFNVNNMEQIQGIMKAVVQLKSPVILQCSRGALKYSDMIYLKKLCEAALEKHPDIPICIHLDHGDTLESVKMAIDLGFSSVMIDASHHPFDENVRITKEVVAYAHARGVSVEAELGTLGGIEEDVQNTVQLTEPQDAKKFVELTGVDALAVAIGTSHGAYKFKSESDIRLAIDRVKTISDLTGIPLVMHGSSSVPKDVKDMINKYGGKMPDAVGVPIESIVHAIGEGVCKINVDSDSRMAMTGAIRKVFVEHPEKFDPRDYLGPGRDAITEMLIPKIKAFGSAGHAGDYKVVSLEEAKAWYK
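40 nM FBPA preincubated 10 min at RT with compound (up to 57.5 uM final), then substrate plus GAPDH/TPI/NAD/arsenate coupling and diaphorase/resazurin added. Fluorescence read after 20 min at RT, 525/598 nm.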
Pf growth 96h: Primary qHTS for delayed death inhibitors of the malarial parasite plastid, 96 hour incubation | P. falciparum luciferase reporter growth, 96 h | Potency, µM (highest dose often 28.7 µM), inactives show top-dose activity change, negative = inhibition, actives largely listed as inhibitors | 320,000 tested, 6.9% active | AID 504834, 2011; also: potency is read from the fitted curve at half-maximal effect; % is scaled to controls: 0 for no effect and ±100 for the full control effect
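Parasite growth measured via integrated firefly luciferase reporter in P. falciparum. Infected erythrocytes at 2% hematocrit, 0.05% parasitemia final were treated 96 hours at 37 C under 5% CO2, and luminescence was read.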
* = called active by the depositor; ? = inconclusive; · = no result given; [ ] = dose if it differs, or a comment. Unless noted, calls follow the shape of the dose curve; as a rule, active = well fitted curve in the direction sought with a large enough effect; inconclusive = small, poorly fitted or top-dose-only effect, or another doubt; inactive = no such curve, though single readings can be large; an effect the other way counts as inactive or inconclusive.

SMILES	HCV inh	Pf growth 48h	Shiga toxin inh	CHX counter	Giardia FBPA inh	Pf growth 96h
CC1=Nc2ccccc2/C1=C/c1sc(=O)n(CC(=O)N2CCCC2)c1O	?	9%	-13	-2	-4%	-53%
O=C(CSc1nnnn1-c1ccc(O)cc1)c1cc2ccccc2o1	-5%	?	30	-1	11%	?
COc1cccc(CN2C[C@]34C=C[C@@H](C[C@@H]3S2(=O)=O)O4)c1	13%	49%[activator]	-9	-3	12%	35%[activator]
CCN(CC)S(=O)(=O)c1ccc(C)c(NC(=O)COC(=O)CN2C(=O)NC(C)(C)C2=O)c1	-10%[8.37 µM]	-7%	·	·	·	14%
COC(=O)c1cc(NC(=O)Cc2ccc(OC)c(OC)c2)cc(C(=O)OC)c1	-23%	?	-13	-1	-23%	?
COc1ccc(/C(O)=C2/C(=O)C(=O)N(c3ncccn3)C2c2ccc(F)cc2)cc1 (stereo unspecified)	7%	4%	-4	-3	8%	17%
O=C(NCCCN1CCOCC1)c1ccccc1N1C(=O)[C@@H]2Cc3c([nH]c4ccccc34)C(c3ccc(F)cc3)N2C1=O (stereo partly specified)	-19%	13µM*	-2	-2	-8%	?
CCCC1=NN2C(=N)/C(=C\c3ccc(OCCOc4ccc(NC(C)=O)cc4)c(OC)c3)C(=O)N=C2S1	0%	-11%	-8	3	-9%	?
CC(OC(=O)Cn1[nH]c(=O)c2ccccc2c1=O)C(=O)Nc1ccccc1[N+](=O)[O-] (stereo unspecified)	0%	2%	·	·	·	8%
O=C(CSc1ncccn1)NCCc1ccccc1	4%	40%[activator]	1	-2	1%	·
COc1ccc(S(=O)(=O)Nc2ccc3cn[nH]c3c2)cc1C	-20%	10%	-6	-1	-15%	126%[activator]
Cc1cc(C(F)F)nn1CC(=O)NCc1ccc(Cl)cc1Cl	2%	4%	-15	7	0%	-7%
c1ccc(-n2nnnc2NC2CCCCCC2)cc1	5%	-30%	1	-2	3%	?
CCN(CC(=O)NCc1cccs1)C(=O)c1ccc(S(=O)(=O)Nc2ccccc2)cc1	-14%	38%[activator]	·	·	·	?
C/C(=C\C(=O)c1ccc(F)cc1)NCc1ccc2c(c1)OCO2	-26%	2%	15	6	4%	?
Cc1ccc(-c2nc(=S)c3c(n2Cc2cccnc2)CC(C)(C)OC3)cc1	1%	1%	-7	-4	3%	4%
O=C(Cn1c(NCCCO)nc2ccccc21)c1ccco1	4%	15%	52	-3	-1%	?
COc1ccc(S(=O)(=O)N(C)C)cc1NC(=O)COC(=O)c1nc2nccc(C)n2n1	-5%	4%	-9	-7	0%	14%
COc1cc(NC(=O)c2ccccc2)c(OC)cc1NC(=O)CN1C(=O)NC2(CCCCC2)C1=O	?	?	·	·	·	?
N#Cc1cn(-c2ccccc2)nc1-c1cc2ccccc2oc1=O	?	37%[activator]	-3	-3	-1%	·
Cc1cccc(NC(=O)CSCC(=O)N(C)CCOc2ccc(Cl)cc2)c1	-10%	?	·	·	·	?
COc1ccc(CCNC(=O)C(=O)NCC2OCCN2S(=O)(=O)c2ccc(OC)cc2)cc1 (stereo unspecified)	?	-24%	-4	4	2%	?
COc1cccc(OC)c1C(=O)NC(=O)Nc1c(F)c(F)c(F)c(F)c1F	-9%	7.4µM*	17	0	7%	2.1µM*
CCC1CCCCN1C(=S)NC(=O)c1cccc([N+](=O)[O-])c1 (stereo unspecified)	5%	?	30	-3	·	?
COc1cccc2c1O/C(=N\O)C(C(=O)Nc1cccc(C)c1C)C2 (stereo unspecified)	13%	3%	10	8	-7%	14%
CCOC(=O)C1CCCN(CC(=O)c2ccc(F)cc2)C1 (stereo unspecified)	32%[activator]	8%	4	-1	16µM*	12%
CC(Sc1nc(-c2ccccc2)cc(C(F)(F)F)n1)C(=O)NCCN1CCOCC1 (stereo unspecified)	-17%	-15%	-4	-2	3%	?
CCc1nc2ccccc2[nH]c1=O	22%	-11%	-1	-2	0%	71%[activator]
Cc1cc(SCC(=O)OCC(=O)N(C)c2ccccc2)nc2ccccc12	1%	-1%	·	·	·	4%
COc1ccc(Cl)cc1NC(=O)Nc1cn(C)nc1C	-78%	-16%	-11	-2	20%	-5%
CCc1nc(SCC(=O)c2ccc3c(c2)OCCO3)c2ccccc2n1	8.9µM*	?	14	1	-3%	10µM*
O=C(NNC(=O)c1ccccc1C(=O)O)c1ccc(-c2ccccc2)cc1	·	5%	28	16	5%	9%
COc1ccc(C2CC(=O)C(C=NCCN3CCN(C(=S)Nc4ccccc4)CC3)=C(O)C2)cc1OC (stereo unspecified)	27%	?	18	-5	3%	-27%
Cc1ccc(CNc2ncnc3ccc(-c4c(C)noc4C)cc23)o1	·	·	29	18	-1%	·
COc1ccc(NC(=S)N(CCCN2CCCCCC2)Cc2cccs2)cc1	7%	-20%	-8	18	-9%	?
Cc1ccccc1NC(=O)C1C2C=CC(C3CC23)C1C(=O)O (stereo unspecified)	9%	?	-8	-2	-4%	99%[activator]
COc1ccc(-c2[nH]ncc2CN2CCCN(c3ccccc3)CC2)c(F)c1	-17%	3%	-3	-2	-1%	2%
Cc1ccc2[nH]cc(CCNC(=O)c3ccco3)c2c1	5%	9%	28	6	1%	13%
CC(C)n1c(SCCCc2ccccc2)nc2c1c(=O)[nH]c(=O)n2C	?	0%	-9	-5	-2%	?
C/C(=N\NC(=O)c1c(C)nc2ccccn12)c1ccco1	1%	223%[activator]	42*	32*	0%	99%[activator]
CCCCc1cc(=O)oc2c3c(cc(OCC(=O)NCCCO)c12)OC(C)(C)CC3	?	?	-6	-4	-5%	?
Cc1ccc2[nH]c3c(c2c1)CCCC3=O	10µM*	38%[activator]	22	17*	?	85%[activator]
CCC(=O)Nc1ccc(NC(=O)CSc2nnnn2C2CCCC2)cc1C	6%	4%	-7	3	13%	?
CCC(=O)NC(NCC1CCCO1)C(Cl)(Cl)Cl (stereo unspecified)	9%	-18%	-11	-3	1%	?
CCCOC(=O)c1ccc(Oc2cn[nH]c2-c2ccc(O)cc2O)cc1	8.9µM*	?	7	-1	2%	13µM*
CCC(=O)NCCN1CCN(C(=O)CC)CC1	?	-1%	-1	-3	0%	5%[5.75 µM]
CCOC(=O)C1=C(N)n2c(s/c(=C\c3cccnc3)c2=O)=C(C(=O)OCC)C1c1cccnc1 (stereo unspecified)	·	23%	-8	0	0%	?
Cc1ccc(CC(=O)Nc2cccc(C)n2)cc1	-8%	153%[activator]	69*	33*	-1%	1%
O=C(Cn1nnc(-c2ccccc2)n1)NC(=O)NC1CCCC1	32%[activator]	10%	·	·	·	17%
O=C(NC(=S)NNC(=O)c1cccs1)c1ccc(Br)o1	?	·	51	14	20%	?
CS(=O)(=O)c1ccc(C(=O)OCC(=O)NC(=O)Cc2ccccc2)cc1	4%	5%	·	·	·	24%
CCOC(=O)c1sc(NC(=O)CSc2nc3c(c(=O)n2-c2ccc(C)cc2)SCC3)c(C(=O)OCC)c1C	-6%	?	-7	1	-4%	12µM*
CN(CC(=O)NCCc1ccc(S(N)(=O)=O)cc1)S(=O)(=O)c1ccc(Br)s1	25%	-8%	15	-2	-9%	15%
CN1C(=O)Cc2cc(S(=O)(=O)NCc3c(F)cccc3Cl)ccc21	-22%	?	-2	-5	-8%	-29%
CCOCCCN(Cc1cc2cc(C)cc(C)c2[nH]c1=O)C(=O)N(CC)CC	?	14%	-7	-1	10%	360%[activator]
CCOC(=O)Cc1nnc(NC(=O)COc2ccc(OC)cc2)s1	-6%	5%	-23	-1	9%	·
Cc1[nH]c2ccccc2c1C(c1ccccn1)N1CCC(C(N)=O)CC1 (stereo unspecified)	3%	-13%	28	-1	1%	-28%
COc1ccccc1N1CCN(CC(=O)c2c(C)n(C)c3ccccc23)CC1	-32%	?	3	-1	0%	?
CCn1c(SCC(N)=O)nnc1-c1ccc(S(=O)(=O)N2CCN(C)CC2)cc1	16%	19%	-7	0	10%	?
CC(C)CCNC(=O)CN(Cc1ccccc1)C(=O)CCC(=O)Nc1ccccn1	11%	3%	-7	-1	15%	-28%

Next part
SMILES	HCV inh	Pf growth 48h	Shiga toxin inh	CHX counter	Giardia FBPA inh	Pf growth 96h
CN(C)c1ccc(C(=O)/C=C/c2ccccc2)cc1	-10%	367%[activator]	105*	44*	0%	354%[activator]
COc1cc(-c2nnco2)cc(OC)c1OC	-3%	-10%	-1	-3	0%	341%[activator]
COc1cc(NC(=O)c2ccc3snnc3c2)cc(OC)c1	-15%	72%[activator]	23	29*	-11%	73%[activator]
O=S(=O)(c1cccc(C(F)(F)F)c1)N1CCC(CO)(CCCc2ccccc2)CC1	-14%	24%	-4	-3	18%	3%
CCOC(=O)c1ccc(N=NN(C)C)cc1	-7%	110%[activator]	91*	31*	3%	-10%
Cc1ccc(S(=O)(=O)N(C)c2ccc(OCC(=O)NC3=NCCS3)cc2)cc1	3%	-8%	-4	1	0%	-7%
CCN(CC)CCn1c2c(c(SCC(=O)Nc3ccc(F)c(F)c3)nc1=O)CCC2	?	?	·	·	·	?
CCOC(=O)C1=C(CN2CCC(C)CC2)NC(=O)NC1c1ccc(Cl)cc1 (stereo unspecified)	?	?	-12	-4	2%	·
CC1CC(C)CN(C(=O)c2ccc(NS(=O)(=O)c3ccc4[nH]c(=O)[nH]c4c3)cc2)C1 (stereo unspecified)	-7%	?	·	·	·	?
CC(NC(=O)Nc1ccc2c(c1)OCO2)c1ccncc1 (stereo unspecified)	18%	12%	19	11	-6%	?
CCOc1ccc(N(CC(=O)NCC(C)C)S(C)(=O)=O)cc1	6%	13%	2	-2	5%	·
Cc1ccc(NC(=O)CSc2nnc(NC(=O)c3ccco3)s2)cc1	-9%	73%[activator]	-4	-2	9%	98%[activator]

Two entries from above in another layout.
Values run as follows: HCV inh	Pf growth 48h	Shiga toxin inh	CHX counter	Giardia FBPA inh	Pf growth 96h
CN(C)c1ccc(C(=O)/C=C/c2ccccc2)cc1
 : -10%	367%[activator]	105*	44*	0%	354%[activator]
COc1cc(-c2nnco2)cc(OC)c1OC
 : -3%	-10%	-1	-3	0%	341%[activator]

New compounds follow
SMILES	HCV inh	Pf growth 48h	Shiga toxin inh	CHX counter	Giardia FBPA inh	Pf growth 96h
CC(C)NC(=O)CC1OC(=O)c2ccccc21 (stereo unspecified)	17%	·	-9	1	9%	20%
Cc1ccc(C(NC(=O)C(C)C)c2cc([N+](=O)[O-])c3cccnc3c2O)cc1 (stereo unspecified)	13µM*	3%	1	6	?	22%
Cc1ccc(C(=O)NCC(=O)OCC(=O)NCC(F)(F)F)cc1	12%	11%	-5	18*	-3%	8%
CCOC(=O)CNC(=S)N(Cc1cccs1)C1CCCC1	11%	?	-6	-2	1%	0%
O=C(COc1ccccc1Cl)N1CCCC(N2CCN(c3ccc(F)cc3)CC2)C1 (stereo unspecified)	?	12µM*	9	1	·	8.3µM*
Cc1cccc(C(=O)NC(Oc2ccccc2)C(Cl)(Cl)Cl)c1 (stereo unspecified)	-2%	?	-3	-1	2%	7.4µM*
O=C(CCC(=O)N1CCc2ccccc2C1)NCCc1ccc(Cl)cc1	24%	2%	-12	-2	-8%	?
CCN(CC)S(=O)(=O)c1ccc(NC(=O)c2cnccn2)cc1	4%	6%	-4	-1	-5%	-8%

Full records as entered above:
Entry for `COc1ccc(C2CC(=O)C(C=NCCN3CCN(C(=S)Nc4ccccc4)CC3)=C(O)C2)cc1OC` (stereo unspecified) = HCV inh: 27%; Pf growth 48h: ?; Shiga toxin inh: 18; CHX counter: -5; Giardia FBPA inh: 3%; Pf growth 96h: -27%
Entry for `CCC(=O)NC(NCC1CCCO1)C(Cl)(Cl)Cl` (stereo unspecified) = HCV inh: 9%; Pf growth 48h: -18%; Shiga toxin inh: -11; CHX counter: -3; Giardia FBPA inh: 1%; Pf growth 96h: ?

Outcome played no part in choosing rows. Share with any hit: about 24%.
